# NSD2 HMT inh = inhibitors of human histone methyltransferase NSD2. O96028. NSD2 peptide methylation, AlphaScreen, 120 min. inhibition, % at 12.5 µM. actives 0.54% (n = 310,000). AID 743445; in the data active means inhibition above about 50%
# PfHsp90 yeast 2 = inhibits growth of yeast expressing Plasmodium falciparum Hsp90. S. cerevisiae expressing PfHsp90, BacTiter-Glo ATP, 48 h; yeast lacking PDR1 and PDR3 efflux regulators. inhibition, % at 9.4 µM. actives 0.32% (n = 310,000). AID 504621;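 active means every replicate shows inhibition above about 80%, whatever the replicate mean, limit read from the data; inconclusive means mean inhibition reaches the set limit but some replicate falls short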;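 further: 0% = DMSO neutral controls and 100% = 20 µM radicicol positive controls; yeast relying on Plasmodium falciparum Hsp90 in place of its own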
# SUMO Mot1 rescue = inhibitors of SUMOylation pathway: yeast Mot1-301 growth rescue; actives 1% (n = 320,000); AID 2716; growth rescue, % at 18.8 µM; S. cerevisiae Mot1-301 growth rescue, ATP luminescence, 38.5C; percent above DMSO median, 100 means doubled;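 active means every valid replicate shows activation above 250% relative to neutral control wells; inactive means the rest, any valid replicate at or below 250%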;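 further: OY570 slx delta 5 strain wells were the positive control but not used for scaling; some compounds called inactive have numbers as strong as hits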
# Rtt109 HAT inh = inhibitors of Candida albicans Rtt109/Vps75 histone acetyltransferase; purified Rtt109/Vps75, ThioGlo CoA-SH fluorescence, 4 h; inhibition, % at 34.9 µM; actives 0.16% (n = 330,000); AID 540336;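 active means inhibition of at least 50% in every replicate; inconclusive means best replicate reaches 50% inhibition but some replicates fall short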
# Target sequence (Q5AAJ8 whole entry, looked up): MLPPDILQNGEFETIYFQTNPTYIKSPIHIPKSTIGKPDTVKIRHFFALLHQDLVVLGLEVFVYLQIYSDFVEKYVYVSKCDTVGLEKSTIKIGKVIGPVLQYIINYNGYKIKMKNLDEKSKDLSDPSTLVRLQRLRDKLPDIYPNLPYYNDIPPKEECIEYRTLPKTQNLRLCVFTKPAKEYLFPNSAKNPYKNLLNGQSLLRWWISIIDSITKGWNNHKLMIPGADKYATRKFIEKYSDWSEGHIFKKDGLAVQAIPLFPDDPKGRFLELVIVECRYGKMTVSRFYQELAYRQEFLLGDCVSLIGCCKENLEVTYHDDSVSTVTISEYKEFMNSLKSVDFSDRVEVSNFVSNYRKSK
# PvdQ acylase = blocks Pseudomonas aeruginosa PvdQ acylase activity; actives 0.063% (n = 340,000); purified PvdQ acylase, fluorescence plate reader; inhibition, % at 10 µM; in the data active means inhibition above about 30%, passing the limit was not always enough; inconclusive means no clear call, values can overlap the other calls;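 further: 0% = vehicle neutral wells and 100% = reference inhibitor wells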
# CDK5 inh = inhibitors of human CDK5/p35 kinase | Recombinant CDK5/p35, ADP-Glo luminescence, 60 min | inhibition, % at 10 µM | Q00535+Q15078 | actives 0.01% (n = 330,000);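 active means highest replicate inhibition of at least 50% and at least 75% of replicates reaching 50%; inconclusive means only one of the two criteria met; inactive means both criteria failed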;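 further: plate controls were DMSO neutral control for no effect and GW8510 at 10 µM for full effect; many of its hits are not listed in these tables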
# Keap1-Nrf2 PPI = disrupts human Keap1 binding to Nrf2 peptide. Q14145. Keap1 Kelch-Nrf2 peptide fluorescence polarization, 1536-well. inhibition, % at 9.4 µM. actives 0.15% (n = 340,000); in the data active means inhibition above about 12%; inconclusive means no clear call, values can overlap the other calls; inactive means below about 7.3%;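 further: human Keap1 Kelch domain with fluorescein labeled Nrf2 9mer peptide probe; 0% = neutral control wells and 100% = peptide positive control; higher means more block of Keap1 binding to Nrf2 peptide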
# cardiac RTF act = increases calcium sensitivity of human cardiac regulated thin filaments; P19429+P45379; IANBD-labeled TnC RTF fluorescence at EC20 calcium; 0% EC20 calcium, 100% full calcium; activation, % at 7.2 µM; actives 0.24% (n = 340,000);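 active means activation above the mean over all tested compounds plus 3 SD, cut at about 30% in these data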;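 further: rise in fluorescence read as greater calcium sensitivity of cardiac thin filaments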
# C-LANA FP = inhibitors of KSHV LANA C-terminal domain DNA binding. MBP-C-LANA/FAM-LBS DNA binding, fluorescence polarization. inhibition, % at 9 µM. actives 0.078% (n = 340,000). AID 504423;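 active means highest replicate inhibition at or above 60% at 9 µM, even if other replicates fall short; inactive means all replicates below 60% inhibition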;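 further: 0% = neutral control wells and 100% = 4 µM acridine orange control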
# dFosB activator = enhances mouse delta FosB homodimer DNA binding | P13346 | purified delta FosB, TAMRA-CDK5 oligo fluorescence polarization; percent of positive-control signal above neutral wells | activation, % at 25 µM | actives 0.99% (n = 340,000);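 active means mean activation above about 17%, with every replicate also reaching it, limit read from the data, passing the limit was not always enough; inconclusive means only one of the two conditions met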;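 further: fluorescence polarization rise as delta FosB binds a TAMRA Cdk5 AP-1 oligo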
# Target sequence (P13346 whole entry, looked up): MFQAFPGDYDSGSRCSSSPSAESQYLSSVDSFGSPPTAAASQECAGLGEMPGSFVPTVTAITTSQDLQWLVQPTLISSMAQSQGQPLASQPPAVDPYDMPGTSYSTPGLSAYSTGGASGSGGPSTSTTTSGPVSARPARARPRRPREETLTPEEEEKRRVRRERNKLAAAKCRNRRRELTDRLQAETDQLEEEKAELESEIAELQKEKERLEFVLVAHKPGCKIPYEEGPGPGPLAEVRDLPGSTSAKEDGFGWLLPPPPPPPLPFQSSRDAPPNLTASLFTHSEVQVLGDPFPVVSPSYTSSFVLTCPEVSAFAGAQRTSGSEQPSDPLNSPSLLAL
# RTF Ca sens inh = cardiac RTF calcium desensitization | P19429+P45379 | IANBD-labeled cardiac RTF, Ca2+ fluorescence | inhibition, % at 7.15 µM | actives 0.12% (n = 340,000);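 active means inhibition above the mean inhibition of all tested compounds plus 3 SD, cut at about 17% in these data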;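 further: assay run at fixed EC70 calcium of 1.6 mM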
# Starred values were filed as active, the others as inactive; i = inactive; ? = inconclusive; / = not tested or not shown. Compounds were not picked by outcome. About 3.2% of those tested had a hit in this group.
# Values run as follows: NSD2 HMT inh	PfHsp90 yeast 2	SUMO Mot1 rescue	Rtt109 HAT inh	PvdQ acylase	CDK5 inh	Keap1-Nrf2 PPI	cardiac RTF act	C-LANA FP	dFosB activator	RTF Ca sens inh
> Cc1cc(OCC(=O)NCc2ccncc2)c2c(C)c(C)c(=O)oc2c1
→ -1	10	54	-4	-8	-1.0	3	0	0.7	-23	-4
> CN(c1ccccc1)S(=O)(=O)c1ccc(Cl)nc1
→ -7	9	-1	6	-12	-1.9	-3	0	-0.5	5	10
> CC(OC(=O)CCNS(=O)(=O)c1cccs1)C(=O)Nc1ccc(S(N)(=O)=O)cc1 (centres undefined)
→ -2	-5	-5	-5	-16	-0.9	-3	1	0.4	-4	6
> Cc1ccc(-c2nnc(SCC(=O)Nc3ccccc3F)o2)cc1
→ /	-9	-23	1	-9	-0.3	3	6	-0.5	-22	1
> CCCCN(C)CCN1C(=O)C2C(C(=O)Nc3ccc(C)cc3)C3C=CC2(O3)C1C(=O)NC1CCCCC1 (centres undefined)
→ 2	10	11	-3	7	1.0	0	-1	-0.8	-2	4
> Cc1nc2ccc(S(=O)(=O)NC(C(=O)NCc3cccs3)C(C)C)cc2s1 (centres undefined)
→ /	-13	-3	-2	-13	-2.3	-4	5	0.0	6	-6
> COc1ccccc1OCCCCN1CCN(C(c2ccccc2)c2ccccc2)CC1
→ 4	19	-14	-3	-7	-1.3	-1	-3	-1.5	-3	-28
> Oc1c(Cl)cccc1C=Nc1cc(C(F)(F)F)ccc1N1CCCC1
→ -1	0	104	14	-1	1.1	-6	-2	-0.3	-4	-1
> CCOC(=O)N1CCN(S(=O)(=O)/C=C/c2ccccc2)CC1
→ -2	-7	-25	14	3	-0.8	-3	0	0.7	0	0
> Cc1cn2c(=O)c(C(=O)NCc3ccc4c(c3)OCO4)cnc2s1
→ -1	-32	1	-2	-10	-0.1	-4	10	0.0	-2	6
> CCSc1nnc(NC(=O)CSC2=NN3CCCC(=O)N=C3S2)s1
→ 3	7	9	-3	-2	1.1	5	4	0.2	-14	-12
> Cc1ccc(S(=O)(=O)N2CCN(c3ccccc3)CC2)s1
→ -2	1	-6	-5	-16	0.5	2	-3	0.2	0	-10
> O=C(CCSCCc1ccncc1)NCCCN1CCOCC1
→ -1	-2	-24	-1	-3	-1.1	-3	1	0.4	3	1
> O=C(NCc1ccncc1)c1nnc(Cc2c(F)cccc2Cl)o1
→ 0	22	5	5	-8	1.0	-5	0	1.7	0	-25
> S=C(Nc1ccccc1Cl)N1CCCC1
→ 1	16	i	-6	-2	1.7	0	-6	-0.6	-3	6
> CC(=O)Nc1ccc2c(c1)nc(CCN1CCOCC1)n2C
→ -2	5	-20	3	1	1.4	2	3	1.7	2	-6
> CCc1nc2scc(-c3cccs3)c2c(=O)o1
→ 4	-12	/	-1	-15	0.6	-4	-6	-0.6	-9	-10
> CCCC1CCC(c2ccc(OCC)cc2)=CC1=O (centres undefined)
→ -15	16	23	-6	-11	-0.5	4	-2	-0.9	-6	-2
> Cc1ccc(C(=O)NCC(=O)NC2CC2)cc1
→ 0	9	5	1	-5	-1.1	-4	5	-0.9	-8	-8
> CC1(C)CC(=O)c2ccc(OCc3ccc([N+](=O)[O-])cc3)cc2O1
→ -2	-5	-4	-7	-16	-2.9	1	/	-0.4	-4	/

# Values run as follows: NSD2 HMT inh	PfHsp90 yeast 2	SUMO Mot1 rescue	Rtt109 HAT inh	PvdQ acylase	CDK5 inh	Keap1-Nrf2 PPI	cardiac RTF act	C-LANA FP	dFosB activator	RTF Ca sens inh
> CN(CC(=O)Nc1ccccc1C(=O)NC1CC1)Cc1ccccc1F
→ -1	/	/	2	-15	0.6	1	4	-0.1	8	-15
> Cc1nn(-c2ccccc2)c(C)c1C(=O)OCC(=O)Nc1ccccc1C(F)(F)F
→ /	-21	-1	-7	12	-1.8	-4	-1	0.6	-9	2
> O=[N+]([O-])c1cc2no[n+]([O-])c2cc1N1CCCCC1
→ 24	105*	/	4	-15	1.9	-7	-2	-0.2	-12	-7
> Cc1ccc(S(=O)(=O)Nc2ccccc2F)cc1C(=O)N1CCCC1
→ -1	28	-5	-7	-5	0.7	-1	-2	-0.8	-4	-2
> Cc1cccc(C(=O)NCCCNC(=O)c2cccc(C)c2)c1
→ -4	1	12	5	0	-0.1	3	-1	-1.9	-3	0
> Cc1c(C(=O)O)oc2ccc(S(=O)(=O)NCc3ccc4c(c3)OCO4)cc12
→ 3	-19	-14	-20	-4	-0.8	-4	6	-0.9	2	3
> COc1cc(CNc2ccc3[nH]c(=O)[nH]c3c2)cc(Br)c1OCC(=O)NC(C)(C)C
→ 3	-56	46	15	7	-1.2	3	-3	0.8	-13	-4
> O=C(CN1C(=O)c2ccccc2C1=O)Nc1ccccc1C(=O)N1CCCC1
→ 3	-9	-5	-5	-12	-0.5	-6	1	-0.1	2	-6
> Cc1cc(C)nc(N(C#N)Cc2ccc(Cl)cc2)n1
→ -3	/	/	-4	36*	-1.6	3	2	1.5	2	-1
> CN(CCOc1ccccc1)Cc1nc2cc(Cl)ccc2c(=O)[nH]1
→ -2	-1	-3	6	1	0.9	6	-1	-1.3	3	-2
> COc1ccc(C(=O)Nc2nc(C)cc(C)n2)cc1[N+](=O)[O-]
→ -1	6	9	0	-16	0.4	0	9	-0.4	2	3
> COc1ccc(NC(=S)NC(C)Cc2cccs2)cc1 (centres undefined)
→ 4	-1	-4	4	-15	0.2	-3	1	0.4	-1	-7
> Cc1cc(NC(=O)c2cccc(Br)c2)no1
→ -2	26	-17	9	6	0.1	3	1	0.3	7	-9
> Cn1c(SCC(=O)N2CCOCC2)nnc1-c1ccc2ncccc2c1
→ -3	-5	-3	4	-10	-0.3	-5	6	1.3	-5	-6
> CC1Cc2cc(C3(O)C(=O)c4ccccc4C3=O)ccc2N1 (centres undefined)
→ 2	-12	7	/	-13	-3.5	-3	2	-1.3	-3	-6
> CCNNC(=O)C(O)(Cc1ccccc1)Cc1ccccc1
→ -2	-6	5	0	-17	1.8	0	0	-1.2	-5	-4
> COC(=O)c1[nH]c2ccccc2c1NC(=O)CN1CCN(C/C=C/c2ccccc2)CC1
→ 3	-11	129	0	-9	-1.2	3	8	1.3	-4	2
> CCN1CCCC1CNC(=O)c1ccc(N2CCCC2=O)cc1 (centres undefined)
→ 35	-13	-3	-4	-5	0.2	-7	4	0.5	-4	0
> c1ccc(-c2nc(NCc3ccco3)c3oc4ccccc4c3n2)cc1
→ -1	-5	-3	-15	0	0.7	2	-3	-2.0	-17	-9
> O=C(Nc1ccc(F)c(F)c1)C1CCCN1S(=O)(=O)c1ccc(F)cc1 (centres undefined)
→ 0	10	2	1	-9	0.4	-4	2	1.7	-7	-4

# Values run as follows: NSD2 HMT inh	PfHsp90 yeast 2	SUMO Mot1 rescue	Rtt109 HAT inh	PvdQ acylase	CDK5 inh	Keap1-Nrf2 PPI	cardiac RTF act	C-LANA FP	dFosB activator	RTF Ca sens inh
> CC(C)C(NC(=O)c1ccc(C(C)(C)C)cc1)C(=O)NC1=NCCS1 (centres undefined)
→ 0	0	9	8	-3	0.9	0	2	-1.4	-11	-1
> Cc1ccc(NC(=O)c2c(C)nc3ccccn23)cc1C
→ -1	-40	-1	-9	-2	-3.9	-1	0	-1.0	0	-6
> C[C@H](CO)N1C[C@H](C)[C@@H](CN(C)C(=O)Nc2ccccc2)Oc2ccc(NS(=O)(=O)c3ccccc3)cc2C1=O
→ /	-10	-16	5	-5	-0.1	1	4	4.0	0	12
> COc1ccc(OC)c(S(=O)(=O)N2CCC(C(=O)NCc3ccccc3OC)CC2)c1
→ 1	-2	-11	12	-10	-0.5	6	2	0.9	-3	-10
> O=C(CCc1ccccc1)NC(NC(=S)Nc1cccc(Cl)c1)C(Cl)(Cl)Cl (centres undefined)
→ -4	-37	-8	2	-9	2.2	-3	-4	-1.0	-5	-2
> COc1cc(NC(=O)CN2CCC(Cc3ccccc3)CC2)c(C)cc1[N+](=O)[O-]
→ 0	5	-7	5	2	0.0	2	3	0.6	4	-11
> O=C(Cc1ccc(Br)cc1)c1ccc(O)cc1O
→ -1	15	1	2	-10	0.5	0	-2	0.2	-4	-11
> O=C1Nc2ccc([N+](=O)[O-])cc2OC1CCN1CCN(Cc2ccc3c(c2)OCO3)CC1 (centres undefined)
→ 6	-5	-10	18	16	-0.2	-6	7	-0.5	-8	-4
> O=C(NC1CCCCC1)C(c1ccc(O)cc1)N(CC1CCCO1)C(=O)C1COc2ccccc2O1 (centres undefined)
→ 3	-36	-3	?	-14	-1.2	1	-2	0.1	-5	-9
> O=C(Nc1ccccc1)NC1(C(=O)N2CCC(O)CC2)CCCCC1
→ -1	7	212	1	0	-1.0	-1	-8	0.5	1	-20
> COc1ccccc1-n1c(=O)c2c3c(sc2n2c(=S)[nH]nc12)CCC3
→ 3	/	5	2	0	0.7	-1	5	0.2	-8	0
> O=C(O)CC(NC(=O)c1cccc([N+](=O)[O-])c1)c1ccc2c(c1)OCO2 (centres undefined)
→ -3	-5	3	4	-18	-0.4	-4	-1	-1.4	4	-10
> Cc1c(C(=O)NCCN2C(=O)S/C(=C\c3cccnc3)C2=O)cccc1[N+](=O)[O-]
→ /	4	-4	7	-4	-0.5	1	-1	0.7	4	1
> COc1cc(C(=O)CSc2nccn2C)cc(OC)c1OC
→ 2	23	16	-6	-7	-0.1	0	-2	-0.8	-9	1
> CCN(CC)S(=O)(=O)c1ccc2oc(C(=O)NCc3ccc(C)cc3)c(C)c2c1
→ 28	-2	-5	6	-3	0.5	0	-4	-0.3	-10	2
> Cc1ccc(-c2nnc(SCC(=O)N(CC(C)C)c3c(N)n(Cc4ccccc4)c(=O)[nH]c3=O)n2N)cc1
→ 1	10	-9	22	-5	0.2	2	-7	-0.4	1	3
> O=c1[nH]ncc(NCc2ccc(Cl)cc2)c1Cl
→ -17	-23	-22	-5	-10	4.5	-9	15	0.6	5	-3
> O=[N+]([O-])c1cc(S(=O)(=O)CCCN2CCOCC2)ccc1F
→ -1	-21	3	-3	-17	3.2	-6	9	0.3	-13	1
> O=C(c1cnc(Cl)c(Cl)c1)N1CCN(S(=O)(=O)c2ccc(F)cc2)CC1
→ -5	-19	0	3	-7	-2.7	0	2	0.2	-2	0
> CCn1nc(C(=O)Nc2ccc3nc(C)sc3c2)c2ccccc2c1=O
→ -4	11	/	6	11	-0.4	5	10	0.7	2	0
> CCOC(=O)Cn1c(C)c(C#N)c2ccccc21
→ 3	16	1	-6	-5	-0.1	1	-2	0.9	-1	-6
> CCN1CCN(c2ncc3c(n2)CC(c2cc(OC)c(OC)c(OC)c2)CC3=O)CC1 (centres undefined)
→ 0	18	-10	1	-6	-0.1	5	0	-0.3	4	-4
> COC(=O)c1ccccc1NC(=O)c1ccccc1OC
→ -9	-19	-20	-3	-10	-1.4	-4	6	-0.3	-15	-5
